Compound activity deposited in PubChem by several laboratories.
PP5 primary: PP5 phosphatase inhibitors, primary screen, biochemical, fluorescence; purified PP5c, OMFP substrate fluorescence; inhibition, % at 6.7 µM; 0.18% of 320,000 active; AID 1987, 2009;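 active = inhibition above the campaign's mean inhibition across all tested compounds plus 3 SD, cut at about 9.5% in these data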;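 note: 0% = DMSO only and 100% = 100 µM cantharidin control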
Target sequence (P53041 whole entry, looked up): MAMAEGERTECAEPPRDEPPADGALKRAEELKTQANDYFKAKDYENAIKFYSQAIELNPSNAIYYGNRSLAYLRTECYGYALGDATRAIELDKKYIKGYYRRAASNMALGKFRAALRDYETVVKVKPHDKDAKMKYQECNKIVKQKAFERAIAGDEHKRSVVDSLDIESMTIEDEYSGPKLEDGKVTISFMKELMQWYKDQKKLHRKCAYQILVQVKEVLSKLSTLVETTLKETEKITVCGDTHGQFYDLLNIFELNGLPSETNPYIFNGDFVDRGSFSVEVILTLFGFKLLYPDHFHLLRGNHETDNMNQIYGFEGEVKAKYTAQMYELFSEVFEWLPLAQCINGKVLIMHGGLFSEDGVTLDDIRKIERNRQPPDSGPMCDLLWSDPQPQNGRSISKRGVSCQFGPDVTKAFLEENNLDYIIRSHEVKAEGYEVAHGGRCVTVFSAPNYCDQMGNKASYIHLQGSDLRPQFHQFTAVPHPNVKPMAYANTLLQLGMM
procasp3 activ: activators of human procaspase-3 D3A mutant, primary screen, biochemical, absorbance, PC-3 D3A mutant, single concentration; Caspase-3 (Homo sapiens), P42574; recombinant procaspase-3 D3A, Ac-DEVD-pNA absorbance 405 nm; activation, % at 8.5 µM; 0.11% of 330,000 active; AID 463141, 2010;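 active = activation above the mean of all tested compounds plus 3 SD, cut at about 21% in these data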;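 note: 0% = DMSO alone and 100% = DMSO wells spiked with extra 5 µM PC-3 D3A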
Target sequence (P42574 whole entry D9A/D28A/D175A): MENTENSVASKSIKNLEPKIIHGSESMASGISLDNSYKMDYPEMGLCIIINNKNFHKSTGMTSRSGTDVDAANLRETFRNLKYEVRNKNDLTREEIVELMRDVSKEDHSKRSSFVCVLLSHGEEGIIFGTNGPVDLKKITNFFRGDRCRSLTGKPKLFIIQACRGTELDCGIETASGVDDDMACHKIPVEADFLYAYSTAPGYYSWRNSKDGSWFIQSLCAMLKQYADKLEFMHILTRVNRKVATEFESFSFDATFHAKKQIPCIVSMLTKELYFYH
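Assay system – Procaspase-3 D3A mutant, all three cleavage aspartates alanine · Controls – DMSO-only low control, 5 µM PC-3 D3A high control · Schedule – 1 h compound preincubation, 2 h substrate hydrolysis at 25 °C · Signal – 405 nm absorbance of p-nitroaniline, reads at 0 and 120 min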
GASC-1 inh: inhibitors of GASC-1 histone demethylase, primary screen, biochemical, fluorescence, DELFIA europium; GST-JMJD2C(1-420) H3K9me3 demethylation; inhibition, % at 2.35 µM; 0.069% of 330,000 active; AID 2099, 2009;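 active = more than half of a compound's replicate wells show inhibition beyond 50%, single wells judged on their own value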;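 note: signal counts dimethyl H3K9 product captured on neutravidin plate; 0% = median of DMSO wells and 100% = 0.3 times that DMSO median; strong numbers were not always called active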
TPT1 inh: Candida albicans TPT1 enzyme inhibitors, primary screen, biochemical, fluorescence polarization; 0.81% of 300,000 active; tRNA 2'-phosphotransferase TPT1 (Candida albicans SC5314); AID 1962, 2009; recombinant caTPT1, FP RNA substrate dephosphorylation; inhibition, % at 5 µM;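 active = inhibition above the mean of all tested compounds plus 3 SD, set per screening campaign, cut at about 24% in these data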;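 note: plate controls were DMSO alone for no effect and ferristatin control at 100 nM for full effect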
Efflux pump mplx: inhibitors of Candida efflux pumps in yeast, primary screen, S. cerevisiae, Nile Red, multiplex | S. cerevisiae Candida pump triplex | inhibition, % at 10 µM | 0.44% of 330,000 active | AID 485275, 2010;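 active = plate passing quality check with inhibition over a set limit, or well fluorescence over plate mean plus 4 SD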;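 note: Nile Red retained in pooled yeast measured as flow cytometry median fluorescence; 0% = buffer negative control and 100% = Enniatin B positive control; higher means more Nile Red kept so more efflux inhibition; some compounds called inactive have numbers as strong as hits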
CTSL1 counter: Fasciola hepatica cathepsin L1 inhibitors, primary screen, counter-screen for PFM18AAP inhibitor project, biochemical, QFRET, fluorogenic peptide substrate; AID 1906, 2009; recombinant F. hepatica cathepsin L1, Z-Leu-Arg-MCA fluorescence; 0.49% of 300,000 active; inhibition, % at 5.96 µM;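 active = inhibition above the mean of all tested compounds plus 3 SD, set per screening campaign, cut at about 17% in these data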;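 note: 0% = plate median of test compound wells and 100% = 1 µM Z-Phe-Ala-diazomethylketone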
PP1 counter: PP1-alpha phosphatase inhibitors, primary screen, counter-screen for PP5 inhibitor project, biochemical, fluorescence, OMFP substrate, single point; Serine/threonine-protein phosphatase PP1-alpha catalytic subunit (Homo sapiens), P62136; purified PP1alpha; inhibition, % at 6.7 µM; 0.9% of 320,000 active; AID 2235, 2010;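 active = inhibition above the mean inhibition of all tested compounds plus 3 SD, computed separately for each screening campaign, cut at about 15% in these data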
core dimer inh: inhibitors of HCV core protein dimerization, primary screen, biochemical, TR-FRET, high-throughput | TR-FRET GST/Flag-core106 dimerization, 1536-well | inhibition, % at 5 µM | 0.33% of 300,000 active;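 active = inhibition above the mean of all tested compounds plus 3 SD, set per screening campaign, cut at about 45% in these data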
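Assay system: GST-tagged and Flag-tagged HCV core protein residues 1-106 / Times: compound-protein-antibody incubation 4 h at 22.5 °C / Signal: time-resolved FRET, ex 340 nm, em 617 and 671 nm / Evaluation: % inhibition based on acceptor/donor emission ratio / Benchmarks: wells lacking GST-core106 and wells with excess unlabelled core106 / Repeats: singlicate, one well per compound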
procasp7 counter: procaspase-7 activators, primary screen, counter-screen for procaspase-3 activator project, biochemical, absorbance, HTS, human; Caspase-7 (Homo sapiens), P55210; recombinant procaspase-7, Ac-DEVD-pNA absorbance 405 nm; D23A/D198A/D206A triple mutant, cannot self-cleave; scale: DMSO 0, 5 µM enzyme 100; activation, % at 8.5 µM; 0.093% of 330,000 active; AID 463210, 2010;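 active = percent activation above the screen-wide mean plus 3 SD, cut at about 25% in these data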
Target sequence (P55210 whole entry D23A/D198A/D206A): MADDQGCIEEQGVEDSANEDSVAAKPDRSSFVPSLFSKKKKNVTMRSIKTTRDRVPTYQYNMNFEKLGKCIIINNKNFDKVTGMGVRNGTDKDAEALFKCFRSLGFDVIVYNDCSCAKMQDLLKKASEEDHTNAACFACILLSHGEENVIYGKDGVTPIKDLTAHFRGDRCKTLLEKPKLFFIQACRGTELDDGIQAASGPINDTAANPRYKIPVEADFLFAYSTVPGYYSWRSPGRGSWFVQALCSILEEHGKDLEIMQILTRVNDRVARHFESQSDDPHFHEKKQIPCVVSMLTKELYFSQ
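System: Procaspase-7 triple mutant (PC-7 D3A); measure: % activation from two-timepoint absorbance difference, scaled to controls; times: 1 h compound preincubation, 2 h substrate cleavage, 25 °C; also added: Ac-DEVD-pNA substrate, 400 µM as added; measured by: Epi-absorbance of released pNA at 405 nm, two timepoints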
* marks the source's active call; other numbers are inactive results; x = no result given; & = joins results of further samples. Only part of the results is shown; rates above refer to the full screens.

Values in the order: PP5 primary	procasp3 activ	GASC-1 inh	TPT1 inh	Efflux pump mplx	CTSL1 counter	PP1 counter	core dimer inh	procasp7 counter
1: O=C1CC(N2CC=C(c3ccccc3)CC2)C(=O)N1c1ccc(F)cc1 (centres undefined)
→ -3.0	-12	7	2	-0.1	1	0	9	-9
2: COc1cc([C@H]2OC[C@H]3[C@@H]2CO[C@@H]3c2cc(OC)c(O[C@@H]3O[C@H](CO)[C@@H](O)[C@H](O)[C@H]3O)c(OC)c2)cc(OC)c1O[C@H]1O[C@@H](CO)[C@H](O)[C@@H](O)[C@@H]1O
→ x	1	-2	x	-0.5	x	x	x	7
3: OC(C#CCN1CCOCC1)(c1ccccc1)C1CCCC1 (centres undefined)
→ 1.3	9	-5	2	0.1	1	-3	1	1
4: O=C(N/N=C/c1c(O)n(Cc2ccc(F)cc2)c(=O)[nH]c1=O)c1ccccc1
→ 8.9	-16	22	0	0.0	1	11	-1	-17
5: CCOc1ccc(C2CC(c3c(O)n(C)c(=O)n(C)c3=O)=NN2)cc1 (centres undefined)
→ -0.2	-12	-1	0	-0.2	-4	2	-1	4
6: CCOC(=O)c1c(N)n(Cc2ccco2)c2nc3ccccc3nc12
→ -1.2	-4	2	1	-0.1	3	-2	0	-6
7: CC12CN3CC(c4ccccc4)(CN(C1)C31CCCCC1)C2=O
→ 1.2	7	-8	-3	0.0	-4	-2	-7	7
8: CCOC(=O)c1c(N)n(CCCOC(=O)c2ccco2)c2nc3ccccc3nc12
→ 2.3	-3	11	1	-0.1	11	-5	-5	0
9: CCOC(=O)Cn1cc(C(=O)c2ccccc2)c2ccccc21
→ 2.2	4	7	3	0.0	-1	0	0	6
10: C=CCn1c(O)c(/C(CC)=N/NC(=S)Nc2ccccc2)c(=O)[nH]c1=O
→ 0.2	-9	-3	-2	-0.1	-2	-2	4	-6
11: COC(=O)C1=C(c2ccc(C(C)=O)cc2)C[C@@H]2CC[C@H]1N2C(=O)N1CCOCC1
→ -0.5	-1	x	x	0.0	x	-2	x	4
12: CC1CN=C(NCCc2ccccc2)S1 (centres undefined)
→ 3.2	-1	-2	2	0.1	2	-4	4	5
13: COC(=O)C1=C(c2ccc(-c3ccccc3)c(F)c2)C[C@@H]2CC[C@H]1N2C(=O)N1CCCC1
→ 2.0	-9	0	x	0.3	x	4	x	5
14: O=c1c2ccccc2nc(CN2CCCCCC2)n1-c1ccc(F)cc1
→ -0.4	-2	x	2	0.1	3	3	5	-2
15: CCC(=O)c1cc(F)c(N2CCN(CC)CC2)cc1C
→ -0.4	-5	11	0	-0.1	0	2	-1	-1
16: C=CCN1C(=O)C2(C(C(=O)OCC)=C(N)Oc3ccccc32)c2c1c1ccccc1oc2=O (centres undefined)
→ 1.4	0	16&0	0	-0.1	-1	3	8	19
17: O=C(O)C12C3CCCC1C32c1ccccc1 (centres undefined)
→ 1.9	-1	-11	-2	-0.2	0	-2	1	-4
18: CC(C)N1CCN(Cc2cccc3c2OCO3)CC1CCO (centres undefined)
→ -0.9	5	0	-2	-0.1	4	1	9	7
19: C/C(=N\N1CCN(C)CC1)c1c(O)[nH]c(=O)[nH]c1=O
→ -2.8	-3	6	1	0.1	-2	-5	1	7
20: COc1ccc(NC(=O)N2CCC3(CC2)OCCO3)cc1OC
→ -1.7	-13	-2	1	11*	-1	-2	-2	-30
21: COc1cccc(CN2CCNCC2)c1OC
→ -1.6	5	-14	-1	-0.1	3	-3	4	7
22: CN(N)N=Nc1nc2c([nH]1)c(=O)n(C)c(=O)n2C
→ -0.2	-9	7	-1	-0.1	0	-4	-2	-15
23: O=C(Cn1nc(-c2ccccc2)ccc1=O)N1CCC2(CC1)OCCO2
→ 0.0	1	8	2	-0.2	0	-3	1	5
24: OC12Oc3ccccc3C=C1N1CCC2CC1 (centres undefined)
→ 0.4	4	1	4	0.0	-1	0	-2	-2
25: CS(=O)(=O)Nc1ccc(Cc2noc(-c3ccc4[nH]cc(CCN)c4c3)n2)cc1
→ -0.9	5	2	-4	0.1	-1	-4	-3	0
26: O=c1[nH]c(=O)n(CCC2=CCCCC2)c(O)c1/C=N/N1CCOCC1
→ 2.7	-1	-7	3	0.1	4	-5	-7	-18
27: COc1ccc(C(=O)C23CN4CN(CN(C4)C2)C3)cc1
→ 0.3	2	5	-1	-0.1	-1	-4	7	-2
28: O=[N+]([O-])c1ccc(-c2ccccc2)c([As](=O)(O)O)c1
→ -0.7	-1	0	-3	-0.2	-4	0	3	-4
29: CN1C(=O)c2ccccc2NC(=O)[C@]12O[C@@H]2c1ccccc1
→ 2.7	4	-2	-3	-0.2	-5	-2	-4	3
30: CCN1C[C@@]2(COC)C3[C@@H](OC)[C@H]4[C@@H]1[C@@]3(C1C[C@H]3[C@H](OC(C)=O)C1[C@]4(OC(C)=O)C[C@H]3OC)[C@@H](OC)C[C@H]2OC(C)=O (some centres undefined)
→ 0.4	4	3	-3	-0.1	0	-2	0	-5

Additional structures:
Values in the order: PP5 primary	procasp3 activ	GASC-1 inh	TPT1 inh	Efflux pump mplx	CTSL1 counter	PP1 counter	core dimer inh	procasp7 counter
31: Cc1cc(OCC(=O)N2CCC(C(=O)O)(c3ccccc3)CC2)c2c(C)cc(=O)oc2c1
→ -9.5	-2	-25	-4	-0.2	9	8	5	-5
32: O=C1NC(=O)C(=Cc2coc3ccccc3c2=O)C(=O)N1
→ 2.1	2	17	2	0.1	-3	2	1	-22
33: CC(NS(C)(=O)=O)c1nnc2n1-c1ccc(Br)cc1C(c1ccccc1Cl)=NC2 (centres undefined)
→ 0.3	-1	3	-5	0.1	-1	0	-3	5
34: COC(=O)C1=C(c2cccc(C#N)c2)C[C@@H]2CC[C@H]1N2C(=O)NCCOc1ccc(OC)cc1
→ 0.7	-3	-5	x	-0.3	x	-2	x	-2
35: O=C(Cn1c(=O)c(C(F)(F)F)nc2ccccc21)N1CCC2(CC1)OCCO2
→ 1.2	3	11	1	-0.1	7	5	3	3
36: Clc1ccc(-c2nc3ccc(Cl)cn3c2CN2CCOCC2)cc1
→ 0.8	1	11	-2	0.0	2	0	0	3
37: CN(C)C1C(=O)C(C(N)=O)=C(O)C2(O)C(=O)C3=C(O)c4c(O)cccc4C(C)(O)C3C(O)C12 (centres undefined)
→ 3.7	-8	14	16	-0.2	4	33*	-9	-15
38: Cc1nn(Cc2ccccc2Cl)c(Cl)c1C(=O)OCC(=O)NC(=O)NC1CCCCC1
→ -0.3	-2	-1	-2	-0.1	1	1	14	-1
39: O=C(O)CN1C(=O)CN=C(c2ccccn2)c2cc(Cl)ccc21
→ 0.7	10	3	-1	-0.1	0	3	-6	3
40: COC(=O)C1=C(c2ccc(-c3ccccc3)c(F)c2)C[C@@H]2CC[C@H]1N2C(=O)NCC1CC1
→ 5.5	4	-5	x	1.0	x	3	x	-6
41: O=C(Nc1cccc(Cl)c1)OC1CN2CCC1CC2 (centres undefined)
→ 5.8	-7	-8	0	0.0	2	5	4	2
42: CC(=O)N1CCN(CCN=Cc2c(O)n(-c3ccc(C)cc3)c(=S)[nH]c2=O)CC1
→ -0.8	-6	8	0	-0.1	3	-2	1	0
43: CCn1c(O)c(C(=O)CC2NCCc3ccccc32)c(=O)n(CC)c1=S (centres undefined)
→ 1.4	-8	-26	62*	0.0	1	-4	3	-11
44: Cc1ccc2cccc(OC(=O)N3CCCC3)c2n1
→ -1.2	-8	8	1	0.1	0	2	2	1
45: COc1cccc(C(=O)C2CCCN(Cc3ccc4nsnc4c3)C2)c1 (centres undefined)
→ 1.9	4	1	1	0.1	5	-5	-1	1
46: Cc1[nH]c2ccccc2c1C(=O)C(=O)N1CCC2(CC1)OCCO2
→ -1.1	-1	-4	0	0.0	1	0	-5	-5
47: C=CCN1C(=O)/C(=C/c2ccc3c(c2)CCCN3CCC)C(=O)NC1=S
→ 0.6	-8	-14	13	0.7	4	2	14	-3
48: CN1CCCN(c2ccc([N+](=O)[O-])nc2)CC1
→ 0.5	6	5	2	-0.1	4	5	8	-15
49: CCOc1cccc(=NC2CCCCC2)c2c(C)[nH]c(C)c12
→ -1.3	-1	-2	-3	0.0	3	0	-8	6
50: COc1ccc2oc3c(c2c1)NC(=O)CN=C3c1ccccc1
→ 0.3	-5	21	-1	-0.2	7	-2	2	2

Entries above that have a nitro group on carbon, in the order listed:
Values in the order: PP5 primary	procasp3 activ	GASC-1 inh	TPT1 inh	Efflux pump mplx	CTSL1 counter	PP1 counter	core dimer inh	procasp7 counter
28: O=[N+]([O-])c1ccc(-c2ccccc2)c([As](=O)(O)O)c1
→ -0.7	-1	0	-3	-0.2	-4	0	3	-4
48: CN1CCCN(c2ccc([N+](=O)[O-])nc2)CC1
→ 0.5	6	5	2	-0.1	4	5	8	-15

Two entries drawn at random from the list so far:
Values in the order: PP5 primary	procasp3 activ	GASC-1 inh	TPT1 inh	Efflux pump mplx	CTSL1 counter	PP1 counter	core dimer inh	procasp7 counter
42: CC(=O)N1CCN(CCN=Cc2c(O)n(-c3ccc(C)cc3)c(=S)[nH]c2=O)CC1
→ -0.8	-6	8	0	-0.1	3	-2	1	0
36: Clc1ccc(-c2nc3ccc(Cl)cn3c2CN2CCOCC2)cc1
→ 0.8	1	11	-2	0.0	2	0	0	3

Entries of single compounds from above.
`CCOc1cccc(=NC2CCCCC2)c2c(C)[nH]c(C)c12` in the list: PP5 primary = -1.3; procasp3 activ = -1; GASC-1 inh = -2; TPT1 inh = -3; Efflux pump mplx = 0.0; CTSL1 counter = 3; PP1 counter = 0; core dimer inh = -8; procasp7 counter = 6
`C=CCN1C(=O)/C(=C/c2ccc3c(c2)CCCN3CCC)C(=O)NC1=S` in the list: PP5 primary = 0.6; procasp3 activ = -8; GASC-1 inh = -14; TPT1 inh = 13; Efflux pump mplx = 0.7; CTSL1 counter = 4; PP1 counter = 2; core dimer inh = 14; procasp7 counter = -3
`COC(=O)C1=C(c2cccc(C#N)c2)C[C@@H]2CC[C@H]1N2C(=O)NCCOc1ccc(OC)cc1` in the list: PP5 primary = 0.7; procasp3 activ = -3; GASC-1 inh = -5; TPT1 inh = x; Efflux pump mplx = -0.3; CTSL1 counter = x; PP1 counter = -2; core dimer inh = x; procasp7 counter = -2
